# MPTP block: mitochondrial permeability transition pore inhibitors, primary screen, biochemical, isolated mouse mitochondria, absorbance. Ca2+ swelling absorbance, 30 min. 1.4% of 360,000 active. inhibition, % at 10 µM. AID 602449, 2012;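 active = inhibition of 50% or more, scaled per plate between neutral and stimulator controls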;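 note: 0% = DMSO wells given calcium and 100% = 1 mM EGTA wells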
# GRIN3A LBD mod: binders of NR3A ligand-binding domain, primary screen, biophysical, differential scanning fluorimetry, uHTS; AID 1259313, 2017; NR3A LBD differential scanning fluorimetry, Tm shift; 0% = protein alone, 100% = glycine-bound protein; 2.5% of 340,000 active; Tm shift relative to glycine control, % at 25 µM;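 active = melting temperature shift of at least 10% of the positive control shift, at one fixed dose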
# Numbers without * were called inactive. The list is partial, so the mix of outcomes need not match the whole.
structure,MPTP block,GRIN3A LBD mod
O=C(Nc1cccc2ccccc12)N(c1ccccc1)c1ccccc1,1.5,-4.1
COc1ccc2nc(C)cc(SCC(=O)N/N=C/c3c(OC)ccc4ccccc34)c2c1,1.6,7.3
CCOC(=O)c1cnn(CCOC(=O)c2cccs2)c1NC(=O)c1cccs1,-1.3,-10.7
O=C(NC1c2ccccc2Oc2ccccc21)c1ccc([N+](=O)[O-])cc1,1.9,5.5
CC(=O)Nc1ccc2ccccc2c1[N+](=O)[O-],-2.0,2.0
COc1ccc(-c2nn(-c3ccccc3)cc2/C=N/Nc2cccc(C(=O)O)c2)cc1,-0.8,-5.2
O=[N+]([O-])c1ccc(/C=C/c2ccncc2)cc1,-0.6,3.2
O=C(NCCCc1ccccc1)c1cccc(NC(=O)C2CCCCC2)c1,1.2,-0.1
c1ccc(CNCCCn2cnc3c(OCc4ccccc4)ncnc32)cc1,0.9,-1.7
C=C1C(=O)O[C@H]2C[C@H]1[C@@H](OC(C)=O)C/C(C)=C/CC/C(C)=C\CC[C@]2(C)O,-0.9,-0.7
O=[N+]([O-])c1ccc(N2CCOCC2)c([N+](=O)[O-])c1,-1.5,-5.9
O=C(Nc1ccc(S(=O)(=O)N2CCOCC2)cc1)C1CCN(S(=O)(=O)c2ccc(Cl)cc2)CC1,-0.5,-3.8
Nc1ccc2c(c1)C(O)c1ccc(Cl)cc1-2 (stereo unspecified),-0.4,-3.6
Oc1ccccc1-c1nc(/C=C/c2ccccc2)nn1-c1ccccc1,1.7,-5.2
COc1cc(C(C)=O)ccc1OC(=O)CN1C(=O)c2ccccc2C1=O,2.9,-1.4
COc1cc(-c2cc(=O)c3c(C)cc(O)cc3o2)cc(OC)c1OC,-1.3,1.7
CCc1ccc(C(=O)NCC2(c3ccccc3)CCOCC2)o1,0.6,0.1
Cc1ccc(S(=O)(=O)N2CCC[C@H]2C(=O)OCc2nc3ccccc3s2)cc1,0.9,2.8
Cc1cccc(CNc2ncnc3[nH]ncc23)c1,-1.7,2.4
CC12CCC(=O)C=C1CCC1C2C(O)CC2(C)C1CCC21OCC1=O (stereo unspecified),-0.5,-0.2
COc1ccc(C(=O)/C=C/C(=O)N(CC(=O)NC2CCCCC2)Cc2ccc(F)cc2)c(O)c1,-5.4,2.5
Cn1c(N)c(N=O)c(=O)n(C)c1=S,-2.0,-1.9
C#CCOCCOCCOCCNc1nc(N2CCN(C(=O)[C@H](C(C)C)n3cc(CCO)nn3)CC2)nc(N2CCN(C(=O)[C@H](C)n3cc(CCCN=C(N)N)nn3)CC2)n1,-1.3,0.8
COCC(=O)n1nc(-c2ccc(C)cc2)nc1NCc1ccc(F)cc1,-0.4,-1.8
Cc1cc(C([O-])=C(C(=S)Nc2ccccc2)[n+]2ccccc2)c(C)n1-c1ccccc1,-0.4,-4.0
O=C(CC(O)(c1ccccc1)c1ccccc1)Nc1ccccn1,-3.6,1.3
CC(=NNC(=S)N1CCCCC1)c1cccc(C)n1,0.3,-0.3
C=C1CC(Cn2cc(Br)c(=O)[nH]c2=O)(c2ccc(-c3ccccc3)cc2)OC1=O (stereo unspecified),-1.1,-1.7
O=S(=O)(Cc1ccccc1)CS(=O)(=O)Cc1ccccc1,0.2,0.5
O=S(c1ccccc1O)S(=O)c1ccccc1O (stereo unspecified),0.3,4.7
NC(N)=N/N=C(\N=Nc1ccccc1)c1ccc(Cl)cc1,27.7,-0.1
O=C(Nc1ccc(Br)cn1)c1cccc(-c2cc3ccccc3oc2=O)c1,3.1,-1.9
Cc1cccc(Nc2nc3c(c(=O)n(C)c(=O)n3C)n2Cc2ccccc2)c1,-1.1,-2.1
c1ccc(-c2csc3ncnc(NCC4COc5ccccc5O4)c23)cc1 (stereo unspecified),97.0*,-1.1
CC1=NNC(=O)/C1=C\c1cn(-c2ccccc2)nc1-c1ccc(F)cc1,-5.1,1.3
CC1(C)NC(=O)N(CC(=O)OCC(=O)Nc2c(Br)cc([N+](=O)[O-])cc2Br)C1=O,-0.5,5.2
O=C1NC(=O)C(CSc2ccccc2)(c2ccccc2)N1 (stereo unspecified),-0.8,-10.1
COc1ccccc1CNC(=O)c1c(N)n(CCCN2CCOCC2)c2nc3ccccc3nc12,0.1,-1.5
CCOc1cc(/C=C(\C#N)c2nc(-c3cccs3)c(NC(C)=O)s2)ccc1O,11.0,10.9*
S=C(NCCCN1CCN(CCCNC(=S)NC2CCCCC2)CC1)NC1CCCCC1,-0.4,-1.0
COc1ccc(CC(=O)NNC(=O)COc2ccc3ccccc3c2)cc1,0.6,2.4
CN(CCOc1ccc(Cl)cc1)C(=O)c1cccc(S(=O)(=O)N2CCN(Cc3ccccc3)CC2)c1,48.7,-10.2
O=C(NNc1ccccc1)NC(Cc1ccccc1)C(=O)O (stereo unspecified),-1.4,1.3
O=C(NNC(=O)c1ccncc1)Nc1ccc(N=Nc2ccccc2)cc1,68.3*,20.6*
COc1ccc(NC(=O)CN(C)C(=O)c2cccc(S(=O)(=O)N3CCN(c4ccc(F)cc4)CC3)c2)cc1,1.9,-2.4
CCCCN1C(=O)C(C(=O)OCc2ccccc2)CC2=C1CCCC2=O (stereo unspecified),1.2,-1.1
O=C1NC(=S)SC1=Cc1ccc(Cl)cc1,94.6*,6.4
C#CCOCCOCCOCCNc1nc(N2CCN(C(=O)Cn3cc(CCO)nn3)CC2)nc(N2CCN(C(=O)[C@H](CCCCN)n3cc(CCCC)nn3)CC2)n1,-0.9,0.8
CCOCCN1CCN(c2c3c(nc4cc(-c5ccc(F)cc5)nn24)CCC3)CC1,1.1,2.2
COc1ccc(S(=O)(=O)N2CCOCC2)cc1NC(=O)C1CCN(S(=O)(=O)c2ccc(Cl)cc2)CC1,-0.6,-0.8
Oc1ccc2ccccc2c1C=NNc1ccccn1,2.4,-7.7
CC[C@]12C(=O)N(C)C[C@H]([C@@H]3C(=O)N(C)C(=O)[C@@H]31)N2C(=O)c1ccc(C)cc1,1.4,-1.2
COc1ccccc1C=NNC(=O)c1ccncc1,-0.9,-0.5
COc1ccc(C2CC(=O)c3cc(OC)ccc3O2)cc1 (stereo unspecified),-0.8,-1.6
Cc1ccc(C(=O)CSc2ncnc3sc4c(c23)CCC(C)C4)cc1 (stereo unspecified),1.4,0.0
CCN1C[C@@H]2[C@@H]3C(=O)N(Cc4ccccc4)C(=O)[C@@H]3[C@](Cc3ccccc3)(C1=O)N2C(=O)c1ccc(C)cc1,1.1,6.5
O=C1c2ccc(-c3nc4ccccc4o3)cc2C(=O)N1Cc1ccccc1,2.8,-1.3
COc1ccc2c(C)cc(=O)oc2c1,-0.6,1.8
Cc1cn(CC(=O)NCC2CCCO2)c(=O)[nH]c1=O (stereo unspecified),-0.6,1.6
COc1ccc(/C=C2/CCC(CN3CCOCC3)C2=O)cc1 (stereo unspecified),-1.1,3.0

# (cont.)
structure,MPTP block,GRIN3A LBD mod
O=C(CSc1nnc(-c2ccc(Cl)s2)o1)N1CCCc2ccccc21,1.0,-1.9
CCOc1ccc(CCNC(=O)COC(=O)C2CCN(S(=O)(=O)c3ccccc3)CC2)cc1OCC,0.1,0.2
O=c1c(-c2ccco2)[n+]([O-])c2ccccc2n1OCc1ccccn1,-4.5,2.1
NC(=S)N=Nc1c(O)[nH]c2c(Cl)cc(Cl)cc12,0.8,2.0
CC(Nc1ccc([N+](=O)[O-])cc1[N+](=O)[O-])c1ccccc1 (stereo unspecified),1.0,3.7
COc1ccc(C2(CO)OC(CO)C(O)C2O)cc1 (stereo unspecified),0.3,-0.2
O=[N+]([O-])c1ccc(-n2nnnc2-c2ccccc2)c([N+](=O)[O-])c1,0.2,0.2
CC(=N)c1c(O)cc(C)oc1=O,-1.1,-8.7
CCCN(CC(=O)Nc1ccccc1OC)C(=O)Cn1c(=O)oc2ccccc21,-2.2,-0.9
Nc1ncnc(Nc2ccc(S(N)(=O)=O)cc2)n1,-0.1,0.5
CC[C@H](C)[C@H]1CNC(=S)N1CC1CCN(CCC23CC4CC(CC(C4)C2)C3)CC1,2.5,2.6
CCOC(CCc1c(C)nc(NC(C)=O)[nH]c1=O)OCC,2.3,-5.2
OC(C1=CC(=Cc2ccncc2)c2ccccc21)c1ccncc1 (stereo unspecified),2.7,3.6
Cc1ccc(N2C(=N)/C(=C3/Nc4ccccc4S3)C(c3ccccc3)C2=O)cc1 (stereo unspecified),-2.4,-1.0
CC(C)(C)OC(=O)N1CCC(C(=O)Nc2ccc(C(=O)NCCc3ccccc3)cc2)CC1,-1.6,-0.5
COc1ccc(NC(=O)c2cc(-c3cccnc3)nc3ccc(C)cc23)cc1OC,-0.6,1.4
ClCCn1cnc2c(SCc3ccccc3Cl)ncnc21,0.0,-1.9
COc1cc(/C=C/CNC[C@H]2O[C@@H](n3ccc(=O)[nH]c3=O)[C@H](O)[C@@H]2O)ccc1O,0.6,0.2
Cn1c(=O)c2[nH]c(C(O)c3ccc(Cl)cc3)nc2n(C)c1=O (stereo unspecified),0.3,-1.0
O=C(O)c1cc(S(=O)(=O)N2CCOCC2)c(Sc2ccccn2)cc1Sc1ccccn1,-0.7,0.7
O=C(CCCCC(=O)OCC1COCO1)OCC1COCO1 (stereo unspecified),0.6,3.0
CN(C(=O)c1cccc(NC(=O)Cc2cccc(NC(=O)C3CCN(C(=O)C4CC4)CC3)c2)c1)C1CCC1,-0.6,-2.6
CCc1cc(=O)oc2cc(C)c(CN3CCCCC3)c(O)c12,5.2,-1.1
CN(/N=C/C=C/c1ccccc1)C1=NS(=O)(=O)c2ccccc21,0.9,-11.2

# Three structures already listed, arranged by formula weight, low to high:
structure,MPTP block,GRIN3A LBD mod
CC1=NNC(=O)/C1=C\c1cn(-c2ccccc2)nc1-c1ccc(F)cc1,-5.1,1.3
CCN1C[C@@H]2[C@@H]3C(=O)N(Cc4ccccc4)C(=O)[C@@H]3[C@](Cc3ccccc3)(C1=O)N2C(=O)c1ccc(C)cc1,1.1,6.5
COc1ccc(NC(=O)CN(C)C(=O)c2cccc(S(=O)(=O)N3CCN(c4ccc(F)cc4)CC3)c2)cc1,1.9,-2.4

# The main list resumes with the three entries that preceded the break.
structure,MPTP block,GRIN3A LBD mod
CN(C(=O)c1cccc(NC(=O)Cc2cccc(NC(=O)C3CCN(C(=O)C4CC4)CC3)c2)c1)C1CCC1,-0.6,-2.6
CCc1cc(=O)oc2cc(C)c(CN3CCCCC3)c(O)c12,5.2,-1.1
CN(/N=C/C=C/c1ccccc1)C1=NS(=O)(=O)c2ccccc21,0.9,-11.2
O=C1C(Cl)=C(N2CCN(c3ccccc3[N+](=O)[O-])CC2)C(=O)c2ccccc21,6.3,-11.4
COc1cc(CNCc2ccncc2)ccc1OCC(N)=O,1.3,-0.7
O=C(OCc1nnc(-c2ccccc2)o1)c1ccc(Cl)cc1,0.1,1.0
CC1CCN(c2nnc(N)s2)CC1,-3.6,-0.2
COc1ccc2c(c1)c1nc3ccccc3nc1n2Cc1ccc(OC)c(OC)c1,-0.9,2.9
Cc1ccc(NC(=O)C2CC(=O)N(c3ccccc3Cl)C2)cc1S(=O)(=O)N1CCOCC1 (stereo unspecified),0.6,1.4
c1ccc(CNC2CC3CCC2C3)cc1 (stereo unspecified),-1.8,2.6
O=C1/C(=C/c2ccccc2)CN(C(=O)CCN2CCOCC2)C/C1=C\c1ccccc1,0.2,-2.8
NC(=S)NN=CCn1cc([N+](=O)[O-])c(=O)[nH]c1=O,-1.5,2.2
O=C(O)CCC1(C(=O)O)CCC(=O)c2ccccc21 (stereo unspecified),-1.0,-0.9
Cc1nc2cc3ccccc3cc2s1,-0.9,-1.3
O=C(/C=C/c1ccccc1[N+](=O)[O-])Nc1cc(S(=O)(=O)N2CCOCC2)ccc1N1CCOCC1,-0.1,3.3
Cc1c(NC(=O)C(C)OC(=O)c2ccc([N+](=O)[O-])cc2Cl)c(=O)n(-c2ccccc2)n1C (stereo unspecified),-1.3,0.2
Clc1ccc(-c2nc3cc(CN4CCCCC4)ccc3o2)cc1,0.4,-0.3
Cc1cc(C)cc(NC(=O)/C=C/c2ccc([N+](=O)[O-])s2)c1,0.9,-6.8
O=C(CNC(=O)c1ccccc1Br)Nc1cccc(S(=O)(=O)Nc2ccccc2Cl)c1,-0.9,-6.1
O=C(c1ccc(Br)c(S(=O)(=O)N2CCOCC2)c1)N1CCN(C/C=C/c2ccccc2)CC1,-0.6,-0.2
CC(=O)C1N=NCC1c1ccccc1 (stereo unspecified),-1.4,-5.9
CC(=O)c1ccc(OC(=O)Oc2ccc(C(C)=O)cc2)cc1,-4.1,0.0
Cc1c[n+]([O-])ccc1[N+](=O)[O-],-0.3,4.2
Cn1c(=O)c2[nH]c(CCCCc3nc4ccccc4[nH]3)nc2n(C)c1=O,-1.4,1.1
O=C(O)c1nnsc1-c1csnn1,0.3,4.0
COc1ccc(NS(=O)(=O)c2ccc(N3CCOCC3)c(NC(=O)/C=C/C(=O)O)c2)cc1,0.0,-0.8
COCCNC(=O)CSc1nc2cc(OC)c(OC)cc2c(=O)n1CCC1=CCCCC1,2.2,0.3
CCN1C[C@@H]2[C@@H]3C(=O)N(C)C(=O)[C@@H]3[C@](C)(C1=O)N2C(=O)c1ccc(C(F)(F)F)cc1,-0.8,3.6
O=C(/C=C/c1ccccc1)Nc1cccc(C(=O)NCCCCc2ccccc2)c1,3.1,26.9*
CCN(c1ccccc1)S(=O)(=O)c1cccc(C(=O)NCC(c2ccc(F)cc2)N2CCOCC2)c1 (stereo unspecified),-1.3,-0.9
O=C(NCCN1C(=O)S/C(=C/c2cccnc2)C1=O)c1ccc(S(=O)(=O)N2CCCC2)cc1,-0.4,2.8
COc1cc(-c2nccc3cc4c(cc23)OCO4)cc(OC)c1OC,-0.7,0.6
N#C/C(=C\c1ccc(C#N)cc1)C(=O)c1ccccc1,1.3,6.3
